Growth percent in the NCI-60 one-dose screen (48 h, 10 µM unless noted): 100 = growth as untreated, 0 = no growth, -100 = all killed.
NCI-H23: NCI-H23 lung cancer; actives 4% (n = 80,000); AID 1794731
OVCAR-3: OVCAR-3 ovarian cancer; actives 7% (n = 79,000); AID 1794787
NCI-H226: NCI-H226 lung cancer | actives 3.5% (n = 79,000)
NCI-H322M: NCI-H322M lung cancer | AID 1794733 | actives 2.7% (n = 80,000)
NCI-H460: NCI-H460 lung cancer; actives 6.8% (n = 82,000); AID 1794736
OVCAR-8: OVCAR-8 ovarian cancer | actives 4.4% (n = 81,000)
NCI/ADR-RES: NCI/ADR-RES ovarian cells. actives 4.4% (n = 81,000)
OVCAR-5: OVCAR-5 ovarian cancer; actives 2.9% (n = 82,000)
NCI-H522: NCI-H522 lung cancer; actives 8% (n = 78,000); AID 1794739
An asterisk follows results filed as active; x = no result given; & = joins results of further samples; [ ] = another dose, or the depositor's remark. How the source made its calls: active means growth percent below 10; inactive means the rest.

1	COc1ccc(/C=N/NC(=O)CSc2nc3sc4c(c3c(=O)n2-c2ccccc2)CCCCC4)cc1O
2	COc1cc([C@@H](CCO)C[C@H](C)c2ccc3ccccc3c2)cc(OC)c1OC
3	COc1cc2ncnc(Sc3nnc(NC(=O)c4ccccc4)s3)c2cc1OC
4	O=C(N/N=C/c1ccncc1)c1ccccc1Nc1cccc(C(F)(F)F)c1
5	Oc1ccccc1/C=N/N=C1c2ccccc2-c2ccccc21
6	CCN(Cc1ccccc1)c1ccc(C(=C2C=CC(=[N+](CC)Cc3ccccc3)C=C2)c2cc(O)c(S(=O)(=O)O)cc2S(=O)(=O)O)cc1
7	S=C1SCCCS1
8	CNc1ccc(Cl)cc1S(=O)(=O)c1ccccc1[N+](=O)[O-]
entry no.	1	2	3	4	5	6	7	8
NCI-H23	101	55	93	95	75	98	99	98&88
OVCAR-3	107	8.7*	110	65	96	108	154	104&105
NCI-H226	99	56	93	66	85	107	107	103&114
NCI-H322M	97	47	x	88	x	83	109	91&89
NCI-H460	104	17	103	103	95	105	104	108&107
OVCAR-8	95	44	102	79	103	x	99	105
NCI/ADR-RES	95	17	104	71	92	105	99	91&37
OVCAR-5	99	70	104	89	98	96	101	105&90
NCI-H522	77	-7.9*	78	82	97	x	105	75&78

An excerpt from above, limited to NCI-H23 and NCI-H322M.
item	molecule	NCI-H23	NCI-H322M
5	Oc1ccccc1/C=N/N=C1c2ccccc2-c2ccccc21	75	x
6	CCN(Cc1ccccc1)c1ccc(C(=C2C=CC(=[N+](CC)Cc3ccccc3)C=C2)c2cc(O)c(S(=O)(=O)O)cc2S(=O)(=O)O)cc1	98	83
7	S=C1SCCCS1	99	109

(more compounds)
9	COc1cc(C2=NNC(c3ccc(N(C)C)cc3)C2)cc(OC)c1OC (centres undefined)
10	COc1cc(-c2cc(=O)c3c(CC(=O)O)cc(O)cc3o2)cc(OC)c1OC
11	COc1cccc2cc(-c3cc4ccccc4[nH]3)/c(=N/C(=S)Nc3ccccc3)oc12
12	Oc1ccccc1-c1nc2ccccc2o1
13	Cc1ccc(-c2cn3c(nc4ccccc43)c(-c3ccc(Cl)cc3)n2)cc1
14	NS(=O)(=O)c1ccc(Nc2nc(N/N=C/c3ccc(N4CCOCC4)cc3)nc(Nc3ccccc3)n2)cc1
15	CC1(C)C(=O)/C(=C\c2ccco2)C[C@]2(C)[C@H]3CC=C4[C@@H]5C[C@](C)(C(=O)O)CC[C@]5(C)CC[C@@]4(C)[C@]3(C)CC[C@@H]12
16	NS(=O)(=O)c1ccc(NC2OCC(O)C(O)C2O)cc1 (centres undefined)
entry no.	9	10	11	12	13	14	15	16
NCI-H23	36	107	62	93	95	74	-64*[100 µM]	99
OVCAR-3	5.8*	80	80	108	98	x	-60*[100 µM]	103
NCI-H226	62	98	70	97	110	82	-29*[100 µM]	97
NCI-H322M	46	97	84	112	89	93	-92*[100 µM]	106
NCI-H460	11	117	69	106	106	86	-73*[100 µM]	99
OVCAR-8	25	96	66	100	103	71	-46*[100 µM]	x
NCI/ADR-RES	-21*	107	51	103	89	103	-49*[100 µM]	106
OVCAR-5	30	102	90	105	86	103	-46*[100 µM]	101
NCI-H522	-6.2*	88	88	83	60	90	-64*[100 µM]	x

17	COC(=O)/C(CCC=C(C)C)=C1\[C@@H](OC(C)=O)C[C@@]2(C)[C@H]1CC(N)[C@H]1[C@@]3(C)CCC(N)[C@@H](C)[C@@H]3CC[C@@]12C (some centres undefined)
18	O=C1c2cccc3cccc(c23)C(=O)N1Nc1nc(NC2CCCCC2)nc(N2CCOCC2)n1
19	CC(C)(C)c1cc(-n2c(-c3cc4ccccc4[nH]c3=O)nc3cc(C(=O)OCCc4ccccc4)ccc32)n[nH]1
20	c1ccc(C2=NN=C(N3N=C(c4cc5ccccc5o4)CC3c3c[nH]c4ccccc34)SC2)cc1 (centres undefined)
21	O=C(OC1C2COC(O2)C(OC(=O)c2ccccc2)C1OC(=O)c1ccccc1)c1ccccc1 (centres undefined)
22	CC1C=CCC2C(=O)OC(=O)C12 (centres undefined)
23	CC(C#N)CCl (centres undefined)
24	O=C(OC1=C(OC(=O)c2ccc(N=Nc3ccccc3)cc2)c2ccccc21)c1ccc(N=Nc2ccccc2)cc1
entry no.	17	18	19	20	21	22	23	24
NCI-H23	94	95	95	92	95	97	102	99
OVCAR-3	86	103	84	99	102	91	119	107
NCI-H226	79	98	103	91	79	90	100	106
NCI-H322M	94	93	112	94	109	93	95	100
NCI-H460	95	102	103	100	96	99	112	108
OVCAR-8	90	99	90	102	98	104	97	96
NCI/ADR-RES	95	100	98	102	94	106	101	103
OVCAR-5	117	96	88	105	97	90	98	101
NCI-H522	85	93	88	81	107	134	100	110

25	NC(=S)N/N=C(/c1ccccc1)c1ccc2nc(-c3ccc(Cl)cc3)[nH]c2c1
26	CCCCCCN(CCCCCC)CCC(O)c1ccc2ccccc2c1 (centres undefined)
27	CC(O)CN1CCN(CC(C)O)C(C)C1 (centres undefined)
28	COc1cc(OC)cc(-n2cc(-c3ccc(Cl)c(Cl)c3)n(C(C)=O)c2=O)c1
29	Cn1c(=O)[nH]c2c(cnn2C)c1=O
30	Cc1c(C(N)=O)sc2c1c(=O)n(Cc1ccccc1)c1nnc(SCC(=O)Nc3ccc(Cl)cc3)n21
31	COC(=O)/C=C1\Sc2ccccc2NC1=O
32	Brc1ccccn1
entry no.	25	26	27	28	29	30	31	32
NCI-H23	95	45	100	89	105	58	107	99
OVCAR-3	x	70	122	97	122	-3.8*	129	115
NCI-H226	88	79	105	94	96	10.0*	102	102
NCI-H322M	99	81	123	114	124	29	107	112
NCI-H460	97	51	111	100	117	-12*	110	108
OVCAR-8	95	73	109	89	107	x	x	116
NCI/ADR-RES	91	58	103	96	108	82	110	103
OVCAR-5	110	70	117	96	102	65	103	100
NCI-H522	93	60	100	90	95	17	106	111

33	C/C(=N\NC(=O)Cn1c(C(C)C)nc2ccccc21)c1ccc(Br)c([N+](=O)[O-])c1
34	O=C(O)/C=C/c1ccc([N+](=O)[O-])o1
35	CCCC(=O)Oc1ccc(/C(=C(/C)Cc2ccc(OC)cc2)c2ccc(OCCCN(C)C)cc2)cc1
36	COc1ccc2[nH]cc(C3(c4c[nH]c5ccc(OC)cc45)C(=O)Nc4ccc(F)cc43)c2c1
37	O=C(O)CCCn1c(=O)c2sc3ncccc3c2n2nnc(-c3ccccc3)c12
38	C=CCOC(=O)NC(CCC(=O)O)C(=O)O (centres undefined)
39	COc1ccc(Nc2nc(SCCC(C)C)nc(-c3ccc(OC)cc3)c2C#N)cc1
40	NS(=O)(=O)c1cc(C2(O)NC(=O)c3ccccc32)ccc1Cl (centres undefined)
entry no.	33	34	35	36	37	38	39	40
NCI-H23	106	99	88	97	94	101	96	106
OVCAR-3	102	123	104	87	122	120	110	123
NCI-H226	116	111	99	70	106	109	102	98
NCI-H322M	99	133	109	98	x	103	110	90
NCI-H460	100	112	100	4.9*	121	105	103	111
OVCAR-8	100	103	104	94	102	102	99	103
NCI/ADR-RES	116	101	100	94	113	99	99	107
OVCAR-5	102	116	103	94	113	120	95	99
NCI-H522	94	94	99	79	97	107	69	100

Two entries picked at random from the list so far, as already listed:
38	C=CCOC(=O)NC(CCC(=O)O)C(=O)O (centres undefined)
40	NS(=O)(=O)c1cc(C2(O)NC(=O)c3ccccc32)ccc1Cl (centres undefined)
entry no.	38	40
NCI-H23	101	106
OVCAR-3	120	123
NCI-H226	109	98
NCI-H322M	103	90
NCI-H460	105	111
OVCAR-8	102	103
NCI/ADR-RES	99	107
OVCAR-5	120	99
NCI-H522	107	100

Other entries follow.
41	CCOC(=O)C1=C(C(F)(F)F)NC(=O)NC1CN1C(=O)c2ccccc2C1=O (centres undefined)
42	Cc1cc(N(CCO)c2ccccc2)nc(N)n1
43	COc1ccc(-c2sc3nc(-c4ccc(Cl)cc4)c(/C=C/c4ccc(F)cc4)n3c2-c2ccc(OC)cc2)cc1
44	O=C(NNC(=O)c1ccc(-n2cc(-c3ccccc3)nn2)cc1)Nc1cccc2ccccc12
45	COc1cc(-c2c3c(nn2-c2ccc(N)cc2)CCc2cnoc2-3)cc(OC)c1OC
46	Cc1ccc(S(=O)(=O)N2CCCC3OCCCC3=C2c2ccc(-c3ccccc3)cc2)cc1 (centres undefined)
47	CC(=O)OCCC12CCC(CC1Cl)C2(C)C (centres undefined)
48	N#Cc1c(-c2ccc(Cl)cc2)nc(SCc2ccc(F)cc2)[nH]c1=O
entry no.	41	42	43	44	45	46	47	48
NCI-H23	99	101	102	99	94	94	102	105
OVCAR-3	129	112	99	113	87	115	119	x
NCI-H226	111	99	101	105	97	90	105	95
NCI-H322M	107	101	94	102	91	107	114	107
NCI-H460	112	105	102	107	96	101	108	110
OVCAR-8	114	103	98	94	100	100	101	106
NCI/ADR-RES	107	105	102	106	103	101	112	102
OVCAR-5	94	104	102	111	92	101	100	109
NCI-H522	115	82	84	94	69	83	x	119

49	CCN1CCN(c2nc3ccccc3c3c(=O)c4ccccc4sc23)CC1
50	Cc1cc(Nc2ccccc2Br)nc(N)n1
51	N/C(=N\S(=O)(=O)c1ccccc1)Nc1nc2ccccc2s1
52	N#Cc1c(Cl)nc(SCC(=O)N2CCN(c3cc4c(cc3F)c(=O)c(C(=O)O)cn4C3CC3)CC2)nc1-c1ccc(F)cc1
53	O=C(O)c1ccc(-n2cc(/C=N/Nc3ccc(F)cc3)c(-c3cccc(C(F)(F)F)c3)n2)cc1
54	O=C(Cn1nnc2ccccc21)N/N=C/c1cccc(O)c1O
55	O=C1NC(=O)/C(=C/c2ccccc2OCc2cc3ccccc3nc2Cl)S1
56	C=CCn1c(-c2ccc3nc(-c4ccc([N+](=O)[O-])cc4)[nH]c3c2)n[nH]c1=S
entry no.	49	50	51	52	53	54	55	56
NCI-H23	64	88	88	99	81	69	69	98
OVCAR-3	61	99	107	108	71	22	72	117
NCI-H226	49	94	77	105	93	81	75	113
NCI-H322M	68	93	91	101	76	59	79	99
NCI-H460	20	108	107	104	82	33	92	111
OVCAR-8	37	100	88	99	78	42	68	107
NCI/ADR-RES	38	92	92	103	65	29	88	106
OVCAR-5	69	103	97	100	78	77	112	103
NCI-H522	35	86	73	94	36	45	79	98

57	CC1=CC2C(=O)C(C)(O)C1C1C(C)(O)C(=O)C=CC21C (centres undefined)
58	COc1ccc(C(=O)/C(=N/Nc2ccccc2)c2ccc(OC)cc2)cc1
59	CC(CO)CC1CCC(C(C)(C)C)CC1 (centres undefined)
60	Nc1cc(-c2ccccc2)nn1-c1nc(-c2ccc(Cl)c(Cl)c2)cs1
61	Cc1cc(N)c(N)cc1C
62	COc1ccc(-c2cnoc2-c2ccc(O)cc2O)cc1OC
63	Nc1ccc(C(=O)NCCSCCN2CCOCC2)cc1
64	COc1ccc(CSc2nc3ccc(Cl)cc3c(=O)n2-c2ccc(C)cc2)cc1
entry no.	57	58	59	60	61	62	63	64
NCI-H23	100	89	98	88	95	89	106	102
OVCAR-3	111	103	108	104	103	119	104	101
NCI-H226	99	94	96	x	98	107	92	x
NCI-H322M	98	103	94	86	112	105	125	97
NCI-H460	105	94	108	101	105	102	102	102
OVCAR-8	108	115	110	89	99	91	97	99
NCI/ADR-RES	100	98	101	105	99	99	105	105
OVCAR-5	102	94	97	107	105	101	119	99
NCI-H522	x	79	102	69	94	90	94	x

Screens as filed in PubChem.
